Screening results (PubChem)
Pol iota inh – blocks human DNA polymerase iota activity. Q9UNA4. 1% of 390,000 active. Potency, µM (top dose mostly 115 µM), for inactives: at the highest dose activity, negative = inhibition, most hits filed as inhibitors. Pol iota fluorescent replication assay, 10 min. AID 588590
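Fluorescent replication assay read twice, at 0 min and 10 min after adding 50 nM (final) substrate. Enzyme (10 nM) and compounds were first incubated 15 min at room temperature; enzyme-free buffer wells were negative controls.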
Pol kappa inh – blocks human DNA polymerase kappa activity | AID 588579 | Potency, µM (top dose mostly 107 µM), for inactives: at the highest dose activity, negative = inhibition, most hits filed as inhibitors | 0.53% of 400,000 active | purified Pol kappa, fluorescent DNA synthesis assay, 10 min; note: % is set by controls: 0 for no effect and ±100 for the full control effect
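Readout: fluorescence, taken kinetically at 0 and 10 min. Conditions: 10 nM Pol kappa, 15 min RT compound preincubation, 50 nM substrate final. Controls: enzyme-free buffer wells.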
BAZ2B inh – inhibitors of human BAZ2B bromodomain; AlphaScreen BAZ2B-H3K14Ac peptide displacement; Potency, µM (titrated, usually from 114 µM), for the others: at the highest dose activity change, negative = inhibition, usual class: inhibitors; AID 504333; 4.4% of 360,000 active; note: % is set by controls: 0 for no effect and ±100 for the full control effect; nearly all actives have a fitted effect of over 60% in size
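In this displacement format the biotinylated H3(5-23) peptide acetylated at Lys14 serves as ligand at 50 nM, with BAZ2B at 50 nM in PBS pH 7.4 containing 0.01% Tween-20. Donor and acceptor beads are 10 ug/mL final.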
G9a inh – G9a (human) methyltransferase inhibition. G9a H3K9 monomethylation, AlphaScreen, 2 h. AID 504332. 8.8% of 350,000 active. Q96KQ7. Potency, µM (titrated, usually from 102 µM), inactives show at the highest dose activity, negative = inhibition, usual class: inhibitors; note: % is set by controls: 0 for no effect and ±100 for the full control effect; nearly all actives have a fitted effect of over 75% in size
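G9a (20 nM) preincubated 15 min RT with compounds, then 500 nM biotinylated H3K9 peptide and 20 uM SAM added; 2 h RT reaction. Monomethyl-H3K9 product detected by AlphaScreen with anti-H3K9me1 antibody, streptavidin donor and anti-rabbit IgG acceptor beads.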
BLM inh – blocks DNA unwinding by human BLM helicase | recombinant BLM DNA unwinding, fluorescence dequenching | Potency, µM (series often up to 56.1 µM), for the others: at the highest dose activity change, negative = inhibition, most hits filed as inhibitors | AID 2528 | 0.2% of 350,000 active | P54132;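 note: plate controls were vehicle for no effect and no enzyme for full effect; nearly all actives have a fitted effect of over 35% in size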
Pol beta inh – inhibitors of human DNA polymerase beta; P06746; Pol beta primer extension/strand displacement, fluorescence kinetic; Potency, µM (top dose mostly 114 µM), without a hit: at the highest dose activity change, negative = inhibition, hits mostly inhibitors; 1.3% of 340,000 active; note: % is set by controls: 0 for no effect and ±100 for the full control effect
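Values derive from four-parameter Hill fits of normalized kinetic data: reads at 0 and 10 min following addition of 50 nM substrate to 10 nM Pol beta preincubated 15 min with compound.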
Pol eta inh – blocks human DNA polymerase eta activity; Q9Y253; recombinant Pol eta, fluorescent DNA replication assay; Potency, µM (top dose mostly 114 µM), without a hit: top-dose activity change, negative = inhibition, usual class: inhibitors; 1.2% of 390,000 active; AID 588591; note: % is set by controls: 0 for no effect and ±100 for the full control effect
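Pol eta (10 nM) was preincubated with compounds for 15 min at room temperature, after which fluorescent replication substrate (50 nM final) was added to start the reaction. Fluorescence was read kinetically at 0 and 10 min.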
Anesthetic bind – candidate novel general anesthetic via apoferritin binding; P02791; apoferritin/1-aminoanthracene competitive binding, fluorescence; Potency, µM (top dose mostly 77.5 µM), without a hit: at the highest dose activity change, negative = displacement, most hits filed as inhibitors; 0.074% of 350,000 active; AID 485281; note: % is set by controls: 0 for no effect and ±100 for the full control effect; nearly all actives have a fitted effect of over 20% in size
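In PBS, apoferritin at 10 uM is loaded with 1-AMA from a 50% saturated solution. After 10 min of compound exposure at ambient temperature, reduced 535 nm fluorescence indicates probe displacement.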
APE1 inh – blocks human APE1 abasic DNA cleavage. P27695. recombinant APE1, TAMRA/BHQ-2 abasic DNA cleavage fluorescence. Potency, µM (doses to about 65.8 µM), for the others: top-dose activity change, negative = inhibition, usual class: inhibitors. 0.35% of 350,000 active;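 note: plate controls were vehicle for no effect and reference inhibitor for full effect; nearly all actives have a fitted effect of over 55% in size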
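Measures dequenching upon AP-site incision of a 5'-TAMRA/3'-BHQ-2 THF-containing duplex, 50 nM; human APE1 0.75 nM after 15 min room-temperature exposure to compound; kinetic three-point read at one-minute spacing.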
Active calls of the source: *; ? = inconclusive; / = no result given; [ ] = another dose, or the depositor's remark. Calls come from the whole dose curve; as a rule, active = well fitted curve in the direction sought with a large enough effect; inconclusive = small, poorly fitted or top-dose-only effect, or another doubt; inactive = no such curve, though single readings can be large; an effect the other way counts as inactive or inconclusive. Potency is the fitted concentration of half-maximal effect.

Every second line gives: Pol iota inh	Pol kappa inh	BAZ2B inh	G9a inh	BLM inh	Pol beta inh	Pol eta inh	Anesthetic bind	APE1 inh
(1) COc1cc(C(=O)O)ccc1OC(C)=O
    89.1µM*	-3.2%	?	-27.8%	-0.7%	23.9%	-2.6%	-9.1%	23.3%
(2) Cc1ccc(NC(=O)CCCCCC2NC(=O)NC2C)cc1 (centres undefined)
    -11.3%[58.9 µM]	6.1%	0.794µM*	?	-0.1%	-17.0%	0.6%	0.2%	6.8%
(3) O=C(CCNS(=O)(=O)c1ccccc1C(F)(F)F)NCCCSc1ccccc1
    -3.2%	-10.9%	-2.1%	57.8%[activator]	-4.3%	17.8%	-17.1%	?	20.0%
(4) COc1ccc(OC)c(NC(=O)CCCNC(=O)c2ccc(Cl)cc2)c1
    16.2%	18.2%	0.6%	12.5%	-1.1%	37.4%	-10.5%	-4.2%	3.6%
(5) Cn1c(=O)cc(Nc2ccc(Cl)cc2)[nH]c1=O
    -4.7%	0.0%	-2.0%	18.4%[2.33 µM]	1.6%	0.1%	-3.2%	4.7%	4.9%
(6) Cc1ccc(CSc2nnc(-c3ccc4c(c3)OCO4)o2)cc1
    -7.7%	-0.8%	9.6%	5.2%[59 µM]	-3.3%	0.4%	-11.6%	-16.8%	-0.4%
(7) CC1(C)C(c2ccc(Cl)cc2)=[N+]([O-])C2(CCCC/C2=N\O)N1O (centres undefined)
    1.5%	-10.0%	1.6%	-44.4%	-3.4%	18.7%	-20.6%	-7.3%	-1.4%
(8) Cc1cccc(-c2nc(SCc3cc(=O)c4c(C)cc(C)cc4[nH]3)n[nH]2)c1
    ?	-4.5%[60.1 µM]	-5.6%	19.4%[59 µM]	-5.6%	9.0%	-2.9%	-1.8%	/
(9) Cc1nnc(SCC(=O)NC2CCCCC2)n1C1CCCCC1
    40.4%[activator]	-1.2%	-3.7%	7.4%[59 µM]	-3.2%	-1.3%	-20.5%	29.7%	-0.6%
(10) Cc1cccc(-c2noc(-c3ccccc3C(=O)NCc3ccco3)n2)c1
    43.4%[activator]	-12.3%	50.1µM*	?	-12.6%	?	-3.8%	-18.5%	-12.5%
(11) CC(C(=O)Nc1cc([N+](=O)[O-])ccc1Cl)N1CCN(c2ccc(O)cc2)CC1 (centres undefined)
    ?	?	-34.3%	7.94µM*	0.3%	?	?	-16.8%	?
(12) COc1ccc(CC(=O)Nc2ccc(S(=O)(=O)Nc3cc(C)on3)cc2)cc1
    0.1%	-0.5%	-3.9%	-10.1%[12.7 µM]	-0.1%	2.8%	2.7%	-7.1%	15.1%
(13) O=C(O)/C=C/C(=O)Nc1ccc2c(c1)C(=O)c1ccccc1C2=O
    ?	-22.7%	?	44.7µM*	-7.4%	?	?	-6.1%	?
(14) Fc1ccc(C(CNC(=S)NC2CCCCC2)N2CCOCC2)cc1 (centres undefined)
    51.8%[activator]	-7.0%	-8.9%	-10.0%	-0.9%	1.6%	-1.0%	-5.0%	-3.1%
(15) COc1nc(-c2ccccc2)cc(-c2ccc(OC)c(OC)c2)n1
    -2.1%	-12.6%	20.8%	-49.2%[2.33 µM]	-8.6%	-1.1%	-6.4%	5.0%	4.0%
(16) Brc1ccc(-c2noc(COc3ccc4ccccc4c3)n2)o1
    13.6%	1.8%	?	44.7µM*	-0.7%	2.4%	-17.2%	2.7%	-3.5%
(17) Cc1cc(N2CC(C(=O)O)CC2=O)ccc1Br (centres undefined)
    12.7%	4.1%	-34.8%	5.9%[0.501 µM]	-2.1%	43.0%[activator]	1.4%	-5.3%	-0.8%
(18) CCCCn1c(SCC(=O)c2ccccc2)nc2ccsc2c1=O
    165.2%[activator]	-3.3%	12.1%	45.3%[59 µM]	-3.3%	0.6%	-20.3%	-1.8%	2.0%
(19) Cn1/c(=N/N=C/c2ccc(Cl)c([N+](=O)[O-])c2)sc2ccccc21
    15.1%	-12.7%	11.7%	/	-2.3%	1.7%	-11.0%	-8.5%	3.9%
(20) CCC(O)(CC)C(=O)NN(C(=O)Nc1csc2c1CCCC2)c1ccccc1
    19.1%	-19.2%	-24.5%	-19.0%	-15.1%	?	?	-6.6%	1.0%
(21) Cc1ccccc1CNC(=O)c1ccccc1C(=O)O
    -3.8%	3.7%	2.9%	-6.6%[59 µM]	1.2%	-15.4%	-9.8%	-22.7%	0.5%
(22) Cc1cc(/C=C2\SC(=O)N(C)C2=O)c(C)n1-c1cccc(C(=O)O)c1
    17.8µM*	-88.8%	79.4µM*	?	-10.0%	28.2µM*	22.4µM*	0.8%	-40.0%
(23) Cn1cccc1Cc1nnc(SCC(=O)Nc2ccccc2)n1-c1ccc(F)cc1
    10.3%	12.9%	?	44.7µM*	-1.8%	16.1%	-16.5%	9.1%	-4.7%
(24) NCC1O[C@@H](OC2C(N)C[C@H](N)[C@@H](O[C@H]3OC(CO)C(O)C(N)C3O)C2O)C(O)C(O)C1O (some centres undefined)
    /	-2.7%[60.1 µM]	/	-35.0%[2.33 µM]	5.3%	/	/	-5.7%	-1.7%
(25) Cc1cccc(Nc2c3c(nc4ncnn24)CCC3)c1
    -21.9%	2.1%	-2.7%	-2.7%[0.501 µM]	-4.1%	31.6%	-7.7%	0.3%	-5.8%
(26) COc1ccc2c(c1)CC(NC(=O)Nc1ccc(NC(C)=O)cc1)CO2 (centres undefined)
    10.1%	-2.1%[60.1 µM]	-0.5%	0.3%[59 µM]	-3.2%	1.6%	-7.9%	42.3%[activator]	/
(27) N/C(=N\OC(=O)CC1CCCCC1)c1ccncc1
    22.2%	11.2%	0.4%	-3.2%	-3.6%	24.2%	-14.6%	-23.9%	-2.4%
(28) CC(C)c1ccc(/C=C/C(=O)Nc2nn[nH]n2)cc1
    /	/	-15.9%	?	1.2%	10.2%	/	-4.7%	-0.8%
(29) O/N=C/c1cc2ccccc2n1Cc1ccccc1F
    -17.4%	0.0%	-4.9%	57.0%	-1.3%	1.8%	4.4%	-8.4%	3.0%
(30) CN1CCN(c2ncc3nc(CCc4ccccc4)c(=O)n(CCc4ccccc4)c3n2)CC1
    /	5.7%[60.1 µM]	/	12.8%[0.501 µM]	2.6%	/	/	/	-5.3%

Molecules listed so far with a thiophene ring, fused or not, in the order listed:
Every second line gives: Pol iota inh	Pol kappa inh	BAZ2B inh	G9a inh	BLM inh	Pol beta inh	Pol eta inh	Anesthetic bind	APE1 inh
(18) CCCCn1c(SCC(=O)c2ccccc2)nc2ccsc2c1=O
    165.2%[activator]	-3.3%	12.1%	45.3%[59 µM]	-3.3%	0.6%	-20.3%	-1.8%	2.0%
(20) CCC(O)(CC)C(=O)NN(C(=O)Nc1csc2c1CCCC2)c1ccccc1
    19.1%	-19.2%	-24.5%	-19.0%	-15.1%	?	?	-6.6%	1.0%

Shown as labelled records: part of the list above
24) NCC1O[C@@H](OC2C(N)C[C@H](N)[C@@H](O[C@H]3OC(CO)C(O)C(N)C3O)C2O)C(O)C(O)C1O (some centres undefined)
  Pol iota inh = /	Pol kappa inh = -2.7%[60.1 µM]	BAZ2B inh = /	G9a inh = -35.0%[2.33 µM]	BLM inh = 5.3%	Pol beta inh = /	Pol eta inh = /	Anesthetic bind = -5.7%	APE1 inh = -1.7%
26) COc1ccc2c(c1)CC(NC(=O)Nc1ccc(NC(C)=O)cc1)CO2 (centres undefined)
  Pol iota inh = 10.1%	Pol kappa inh = -2.1%[60.1 µM]	BAZ2B inh = -0.5%	G9a inh = 0.3%[59 µM]	BLM inh = -3.2%	Pol beta inh = 1.6%	Pol eta inh = -7.9%	Anesthetic bind = 42.3%[activator]	APE1 inh = /

The main list resumes with the 2 entries that preceded the break.
Every second line gives: Pol iota inh	Pol kappa inh	BAZ2B inh	G9a inh	BLM inh	Pol beta inh	Pol eta inh	Anesthetic bind	APE1 inh
(29) O/N=C/c1cc2ccccc2n1Cc1ccccc1F
    -17.4%	0.0%	-4.9%	57.0%	-1.3%	1.8%	4.4%	-8.4%	3.0%
(30) CN1CCN(c2ncc3nc(CCc4ccccc4)c(=O)n(CCc4ccccc4)c3n2)CC1
    /	5.7%[60.1 µM]	/	12.8%[0.501 µM]	2.6%	/	/	/	-5.3%
(31) CCc1ccc2nc(N3C(=O)c4oc5ccccc5c(=O)c4C3c3ccc(OC)c(OC)c3)sc2c1 (centres undefined)
    /	/	0.8%	14.1%[59 µM]	2.1%	0.3%	/	-0.5%	9.7%
(32) CCCS(=O)(=O)c1nc(S(=O)(=O)c2ccc(C)cc2)c(NC(C)c2ccccc2)s1 (centres undefined)
    -2.9%	-6.3%	1.7%	-3.0%[59 µM]	-5.2%	1.3%	/	-7.4%	/
(33) Oc1ccc(C[C@H]2CNCCN2CCCCC2CCCCC2)cc1
    -15.6%	3.7%	?	14.6%[2.33 µM]	/	/	-9.5%	/	-1.3%
(34) CC(C)=CCCC(C)CN1CCC(n2nccc2NC(=O)c2cccnc2)CC1 (centres undefined)
    18.6%	-9.4%	-9.0%	/	0.8%	44.2%	-11.9%	-11.5%	-7.4%
(35) Cc1cccc(C(C)C)c1NC(=O)C(NS(=O)(=O)c1cccc2nsnc12)c1ccccc1 (centres undefined)
    14.3%	-2.6%	/	?	-7.7%	4.3%	-7.3%	?	/
(36) C=C1CC2C(=O)N(Cc3cc(OC)ccc3OC)C(C(=O)OCC)C1N2C (centres undefined)
    -12.8%	4.4%	/	/	5.5%	/	/	0.4%	?
(37) Cc1ccc(C(=O)NC(=S)Nc2cc(-c3nc4ccccc4s3)ccc2C)cc1
    13.3%	-2.5%	-34.9%	-5.5%[0.501 µM]	-5.0%	14.4%	-15.4%	-9.3%	5.5%
(38) COc1ccc(CNC(=O)CN(C(=O)CCC(=O)Nc2nccs2)c2ccc3c(c2)OCO3)cc1
    93.4%[activator]	0.8%	-14.6%	18.1%	-4.5%	1.0%	-17.6%	25.7%	29.8%
(39) COCCCn1c(SCC(=O)Nc2ccccc2)nnc1-c1ccncc1
    8.5%	-19.2%	2.1%	19.9%[59 µM]	-2.9%	9.4%	-14.3%	3.2%	7.1%
(40) COc1ccc(C(=O)NCc2ccc3c(c2)OCO3)cc1S(=O)(=O)N(C)Cc1ccccc1
    19.9%	-6.7%	-30.9%	-5.2%[59 µM]	-0.3%	13.3%	-15.8%	36.0%[activator]	-5.2%

Not all compounds are listed; count on the stated rates, not on these rows.
